sEH act – soluble epoxide hydrolase activators, primary screen, biochemical, human sEH. purified human sEH enzymatic activity, activator screen. activation, % at 2 µM. 91,000 compounds, 0.04% hits. AID 717, 2007; in the data active = activation above about 37%; also: values of inactives mirror those of a sister screen read the other way
Target sequence (P34913 whole entry, looked up): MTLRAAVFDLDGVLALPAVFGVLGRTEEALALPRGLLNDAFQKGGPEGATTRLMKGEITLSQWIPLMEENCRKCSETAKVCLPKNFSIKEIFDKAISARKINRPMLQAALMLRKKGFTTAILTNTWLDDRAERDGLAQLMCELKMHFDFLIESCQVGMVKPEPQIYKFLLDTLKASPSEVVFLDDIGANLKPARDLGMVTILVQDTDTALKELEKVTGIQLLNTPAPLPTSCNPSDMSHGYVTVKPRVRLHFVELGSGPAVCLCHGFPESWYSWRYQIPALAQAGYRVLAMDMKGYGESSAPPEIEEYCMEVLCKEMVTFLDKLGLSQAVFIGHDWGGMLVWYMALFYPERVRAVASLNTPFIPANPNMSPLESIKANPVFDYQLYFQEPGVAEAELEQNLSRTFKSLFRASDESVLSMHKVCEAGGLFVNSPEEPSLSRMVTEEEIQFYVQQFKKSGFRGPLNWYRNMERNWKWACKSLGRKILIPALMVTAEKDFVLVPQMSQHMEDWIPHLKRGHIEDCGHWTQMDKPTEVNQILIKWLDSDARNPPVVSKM
sEH inhibitor – soluble epoxide hydrolase inhibitors, primary screen, biochemical, human sEH; Bifunctional epoxide hydrolase 2 (Homo sapiens), P34913; recombinant human sEH enzymatic activity assay; inhibition, % at 2 µM; 91,000 compounds, 0.34% hits; AID 707, 2007; in the data active = inhibition above about 80%; also: values of inactives mirror those of a sister screen read the other way; many of its hits are not listed in these tables
TNFa cytotox – cytotoxicity in TNFa-stimulated HUVEC, primary screen, cytotoxicity control for VCAM1 expression modulator project, imaging, Hoechst nuclei count; 93,000 compounds, 0.17% hits; HUVEC TNFalpha-stimulated, Hoechst cell count; cell count reduction, % at 2 µM;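 active = cell count reduction exceeding the screen mean by over 5 SD, scaled to untreated wells per plate, cut at about 78% in these data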;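 also: cells counted after 24 h of TNF alpha exposure following the 1 h pretreatment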
F-actin modifier – modifiers of F-actin cytoskeleton organization, primary screen, imaging, HUVEC, phalloidin staining, high-content imaging | HUVEC TNFa F-actin phalloidin imaging | inhibition, % at 2 µM | 91,000 compounds, 0.18% hits | AID 836, 2007;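 active = inhibition above the batch mean plus 3 SD and confirmed as a hit by visual image inspection, cut at about 30% in these data, passing the limit was not always enough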; also: strong numbers were not always called active
ERb coact inh – inhibitors of ERβ-SRC1 coactivator interaction, primary screen, biochemical, TR-FRET, ERβ LBD, SRC-1 peptide. Estrogen receptor beta (Homo sapiens), Q92731. TR-FRET ER-beta LBD / SRC1-Cy5 peptide binding; receptor agonist-loaded with 1 µM estradiol. inhibition, % at 25.6 µM. 86,000 compounds, 1.3% hits. AID 633, 2007;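 active = compounds whose percent inhibition of the receptor-coactivator binding signal exceeds about 50% in the single-dose screen, limit read from the data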;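 also: 0% = receptor plus peptide wells without compound and 100% = peptide-only wells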
Target sequence (Q92731 whole entry, looked up, the tested form may be a part): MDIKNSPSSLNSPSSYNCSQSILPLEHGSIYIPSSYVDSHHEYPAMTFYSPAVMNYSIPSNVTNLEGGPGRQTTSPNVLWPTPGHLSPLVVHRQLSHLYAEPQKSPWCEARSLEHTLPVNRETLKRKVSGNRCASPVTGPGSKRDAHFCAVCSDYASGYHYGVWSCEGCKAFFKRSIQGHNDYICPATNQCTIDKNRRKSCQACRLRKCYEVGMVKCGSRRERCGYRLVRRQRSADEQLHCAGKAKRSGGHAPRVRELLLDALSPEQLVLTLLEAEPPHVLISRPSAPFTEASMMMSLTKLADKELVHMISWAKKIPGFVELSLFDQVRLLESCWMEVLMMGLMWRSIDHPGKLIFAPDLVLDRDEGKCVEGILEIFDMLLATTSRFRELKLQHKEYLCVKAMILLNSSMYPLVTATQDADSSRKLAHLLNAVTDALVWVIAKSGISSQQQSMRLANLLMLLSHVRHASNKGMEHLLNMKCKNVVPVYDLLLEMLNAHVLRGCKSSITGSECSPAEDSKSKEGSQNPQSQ
Calb biofilm kill – clotrimazole potentiators killing Candida biofilms, primary screen, with clotrimazole, Alamar Blue | C. albicans biofilm + clotrimazole | inhibition, % at 6 µM | 85,000 compounds, 0.14% hits | AID 834, 2007;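 active = inhibition above 20%; inactive = inhibition below 20%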;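 also: preformed 24 hr biofilms exposed to compound for 48 hr; 0% = biofilm without compound and 100% = blank killed by clotrimazole plus chlorhexidine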
Smad3 inh – Smad3/FoxH1 peptide binding inhibitors, primary screen, biochemical, TR-FRET | Mothers against decapentaplegic homolog 3 (Homo sapiens), P84022 | TR-FRET Smad3/Dy647-FoxH1 peptide binding, europium anti-His | inhibition, % at 25 µM | 88,000 compounds, 0.29% hits | AID 630, 2007;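 active = compounds that reduce the energy-transfer binding signal between the protein and its labelled peptide by more than half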;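 also: 0% = Smad3 plus labelled peptide maximal FRET and 100% = peptide-only background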
VCAM1 TNFa inh – inhibitors of TNFa-induced VCAM1 expression, primary screen, imaging, HUVEC, TNFa stimulus, immunofluorescence; AID 802, 2007; 95,000 compounds, 0.48% hits; inhibition, % at 2 µM; HUVEC TNFa-induced VCAM-1 immunofluorescence, high-content imaging;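 active = inhibition above the batch mean plus 3 SD, with images confirmed as a hit by eye, cut at about 37% in these data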;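 also: 0% = TNF-stimulated DMSO wells and 100% = unstimulated control wells; not every result past the cut was called active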
HUVEC tox IL1B – cytotoxicity in IL-1B stimulated HUVEC, primary screen, cytotoxicity control for IL-1B NFkB translocation project, imaging, Hoechst nuclear count, IL-1B stimulus; HUVEC cell count loss; AID 845, 2007; 94,000 compounds, 0.41% hits; cell count reduction, % at 2 µM;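 active = cell count reduction more than 3 SD above the screen-wide mean, cut at about 70% in these data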;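 also: normalized per plate to untreated control cells as the no-loss baseline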
* marks the source's active call; other numbers are inactive results; x = not tested or not shown; [ ] = another dose, or the depositor's remark. These rows are one share of the data (hit frequency here may not be typical).

structure	F-actin modifier	TNFa cytotox	VCAM1 TNFa inh	sEH inhibitor	Smad3 inh	ERb coact inh	sEH act	HUVEC tox IL1B	Calb biofilm kill
NC(=O)C1CCN(S(=O)(=O)c2cccc(S(=O)(=O)N3CCCCC3)c2)CC1	20	-39	-6	x	0	-6	x	-16	2
C/C(CC(=O)Nc1cc(Cl)ccc1Cl)=N\NC(N)=S	-4	8	-8	-6	x	x	9	6	x
N=c1n(CCN2CCOCC2)c2ccccc2n1Cc1ccccc1Br	x	-17	-4	-3	-7	-2	4	-2	-2
COc1ccc2nc3sc(C(=O)NCc4cccs4)c(N)c3cc2c1	-22	-16	-3	12	10	19	-11	22	8
O=C(Nc1ccc(N2CCOCC2)cc1)C1CCCCC1	1	-16	8	10	x	x	-8	4	x
CCn1c(N)c(C(=O)NCCCOC)sc1=S	39	-6	3	2	-7	0	1	4	6
O=S(=O)(c1ccc2ccccc2c1)N1CCN(S(=O)(=O)N2CCOCC2)CC1	-2	-8	5	-24	7	-4[fluorescence artefact?]	19	-18	6
CC1(C)C(C#N)=C(N)OC2=C1C(=O)CCC2	13	-4	16	x	-5	0	x	-21	4
O=C(O)c1cc2nc(-c3ccccc3)cc(C(F)(F)F)n2n1	3	-3	-2	-9	8	39	8	-19	9
O=C1CCc2cc(S(=O)(=O)NC(Cc3ccccc3)C(=O)NC3CCCCC3)ccc2N1 (stereo unspecified)	9	-39	25	-8	-16	31	7	-1	10
CCc1nc(SCC(=O)c2cc(C)ccc2C)n[nH]1	-25	15	21	6	3	-2	-8	10	1
O=C(Cn1cnc2ccccc2c1=O)NCC1COc2ccccc2O1 (stereo unspecified)	11	-33	0	-11	-8	1	10	-17	6

4 of these compounds, reformatted:
Sequence of screens – F-actin modifier	TNFa cytotox	VCAM1 TNFa inh	sEH inhibitor	Smad3 inh	ERb coact inh	sEH act	HUVEC tox IL1B	Calb biofilm kill
> O=C(Nc1ccc(N2CCOCC2)cc1)C1CCCCC1
→ 1	-16	8	10	x	x	-8	4	x
> C/C(CC(=O)Nc1cc(Cl)ccc1Cl)=N\NC(N)=S
→ -4	8	-8	-6	x	x	9	6	x
> O=S(=O)(c1ccc2ccccc2c1)N1CCN(S(=O)(=O)N2CCOCC2)CC1
→ -2	-8	5	-24	7	-4[fluorescence artefact?]	19	-18	6
> N=c1n(CCN2CCOCC2)c2ccccc2n1Cc1ccccc1Br
→ x	-17	-4	-3	-7	-2	4	-2	-2

Going on with the list:
structure	F-actin modifier	TNFa cytotox	VCAM1 TNFa inh	sEH inhibitor	Smad3 inh	ERb coact inh	sEH act	HUVEC tox IL1B	Calb biofilm kill
CCOC(=O)c1cc(-c2ccc(C)cc2)n(CCC(=O)NCCCOC)c1C	0	-10	18	-14	-23	-3	13	15	-2
Cc1ccc2nc3sc(C(=O)N4CCCc5ccccc54)c(N)c3cc2c1	-4	-6	-4	-12	x	x	10	0	x
COc1cc(C2CC(=O)N3CN(c4ccccc4C)CSC3=C2C#N)cc(OC)c1OC (stereo unspecified)	2	7	18	x	14	5	x	-21	7
C/C(=N/NC(=O)c1ccc2c(c1)OCO2)c1cccc(NC(=O)C(C)(C)C)c1	10	-26	-2	8	x	x	-6	12	x
O=C(NS(=O)(=O)c1ccc2c(c1)OCCO2)c1ccccc1	21	-48	-33	-5	12[fluorescence artefact?]	3	5	-24	1
O=C(O)CNS(=O)(=O)c1ccc(-c2ccccc2)cc1	9	-7	7	23	x	x	-23	5	x
CN(CC(=O)Nc1nc2ccc(F)cc2s1)S(=O)(=O)c1ccc(Cl)cc1	15	-9	-2	4	11	0	-3	-34	-4
CC1CC(C)CN(C(=O)c2cc3c(s2)CCC3)C1 (stereo unspecified)	-11	8	-6	-28	x	x	26	-3	x
CN(C)CCN1C(=O)C(O)=C(C(=O)c2ccco2)C1c1ccccc1F (stereo unspecified)	-12	6	23	3	1	-8	-5	-32	4
CCOC(=O)c1[nH]c(C)c(C(=O)NCc2cccnc2)c1C	12	-44	6	-3	4	-9[fluorescence artefact?]	2	16	8
O=C(c1ccc([N+](=O)[O-])cc1)n1nc(-c2ccccc2)nc1NCc1ccccc1	-1	-24	11	-18	x	x	18	-25	x
Cn1c(=O)n(CCCOc2ccc(Br)cc2)c2ccccc21	-2	1	0	-1	3	6	-3	3	6

Four compounds from above, ordered by length of the SMILES, descending.
structure	F-actin modifier	TNFa cytotox	VCAM1 TNFa inh	sEH inhibitor	Smad3 inh	ERb coact inh	sEH act	HUVEC tox IL1B	Calb biofilm kill
C/C(=N/NC(=O)c1ccc2c(c1)OCO2)c1cccc(NC(=O)C(C)(C)C)c1	10	-26	-2	8	x	x	-6	12	x
CCOC(=O)c1[nH]c(C)c(C(=O)NCc2cccnc2)c1C	12	-44	6	-3	4	-9[fluorescence artefact?]	2	16	8
O=C(O)CNS(=O)(=O)c1ccc(-c2ccccc2)cc1	9	-7	7	23	x	x	-23	5	x
O=C(Nc1ccc(N2CCOCC2)cc1)C1CCCCC1	1	-16	8	10	x	x	-8	4	x

Other entries:
structure	F-actin modifier	TNFa cytotox	VCAM1 TNFa inh	sEH inhibitor	Smad3 inh	ERb coact inh	sEH act	HUVEC tox IL1B	Calb biofilm kill
CCC(C(=O)O/N=C(\N)c1ccc(Cl)cc1)c1ccccc1 (stereo unspecified)	9	-1	21	16	13[fluorescence artefact?]	-8	-18	2	9
CCc1nnc(NC(=O)C2CCCN2C(=O)NC2CCCCC2)s1 (stereo unspecified)	2	38	8	-2	1	6[fluorescence artefact?]	0	-79	9
Cc1cccc(-c2nc(=S)c3c(n2Cc2ccco2)CCCC3)c1	22	-10	6	13	32[fluorescence artefact?]	-4	-12	-3	4
O=C(CNC(=O)c1ccccc1)NC1(C(=O)NC2CCCC2)CCCCC1	11	1	2	4	-4	-2	-4	-7	-7
CCN(CC)c1cc2nonc2c2nonc12	-4	-22	-10	-8	0	3	6	-2	4
CC(=O)c1ccc(N2CCC(c3cc(-c4ccc(Cl)cc4)n[nH]3)CC2)c([N+](=O)[O-])c1	-27	-3	-10	14	x	x	-11	1	x
Cc1ccc(S(=O)(=O)N2CCOCC2)cc1NC(=O)COC(=O)CCC(=O)c1cccs1	12	0	-15	7	-5	-3	-7	-23	5
COc1ccc(C(=O)Nc2cccc(N(C)S(C)(=O)=O)c2)cc1OC	1	x	8	8	-5	-2	-3	-35	-2
COc1cccc(C(=O)Nc2ccc3nc(N4CCN(c5ncccn5)CC4)cc(C)c3c2)c1OC	-16	-17	9	0	x	x	-2	27	x
CCOC(=O)N1CCN(C(=O)CCSCCc2ccncc2)CC1	12	-10	-2	-6	11	-12	6	-6	4
COc1ccc(Cn2cnc3sccc3c2=O)cc1	6	-2	4	1	x	x	-3	-99	x
CC(C)(C)C(=O)OCc1cn(-c2ccc(Cl)cc2)nn1	11	-30	-16	9	x	x	-10	-4	x

Later entries
structure	F-actin modifier	TNFa cytotox	VCAM1 TNFa inh	sEH inhibitor	Smad3 inh	ERb coact inh	sEH act	HUVEC tox IL1B	Calb biofilm kill
C=CCN(CC=C)S(=O)(=O)c1ccc(NC(=S)NC(=O)/C=C/c2ccc(C)cc2)cc1	-2	2	-5	-1	x	x	3	-1	x
Cc1cccc(OCC(=O)NCC(=O)n2nc(C)cc2C)c1	7	-34	-21	10	-13	-7[fluorescence artefact?]	-9	-20	7
O=C(c1ccccc1)N1CCCC(C(=O)N2CCc3ccccc3C2)C1 (stereo unspecified)	8	-22	2	-5	7	-7	2	15	7
CCOC(=O)c1ccccc1NC(=O)c1ccc(NS(C)(=O)=O)cc1	-10	-8	6	3	4	35[fluorescence artefact?]	-3	-25	3
CCN(CC)C(=O)C(=O)c1cccn1-c1ccccc1C#N	11	25	-11	0	3	-15	2	-6	-3
c1ccc2c(c1)oc1c(NCCCN3CCOCC3)ncnc12	0	-21	12	x	11	1	x	11	8
CCSc1nc(-c2ccco2)ccc1C#N	-21	x	x	-12	-8[fluorescence artefact?]	13	14	37	0
CCOC(=O)C1=C(c2ccccc2)OC(N)=C(C#N)C1C(C)C (stereo unspecified)	-5	9	6	-5	-3	-1	8	-4	5
O=C(CSc1ncnc2nc[nH]c12)N1CCOCC1	-1	-25	28	2	0	-12[fluorescence artefact?]	-2	1	2
CCCn1c(SCC(=O)NCCc2ccccc2)nnc1-c1ccco1	-30	-2	5	0	5	-7[fluorescence artefact?]	0	-12	3
Cc1ccc2cc(C3C(C#N)=C(N)Oc4c3ccc3cccnc43)c(=O)[nH]c2c1 (stereo unspecified)	27	-12	0	-14	9	35	13	12	2
CCOC(=O)NC(Nc1ncccn1)(C(F)(F)F)C(F)(F)F	-4	-25	6	-8	12[fluorescence artefact?]	-5[fluorescence artefact?]	8	-49	6

Following part
structure	F-actin modifier	TNFa cytotox	VCAM1 TNFa inh	sEH inhibitor	Smad3 inh	ERb coact inh	sEH act	HUVEC tox IL1B	Calb biofilm kill
CCOc1cc(/C=N/NC(=O)Cn2nc([N+](=O)[O-])cc2C)ccc1OCc1ccc(F)cc1	-15	-6	9	20	-2	2	-17	-14	4
O=C(c1ccco1)N1CCN(c2ncnc3scc(-c4ccc(F)cc4)c23)CC1	8	-22	2	-10	5	-3[fluorescence artefact?]	10	-8	7
COc1ccc(C2CC(=O)c3c(ccc4ccccc34)N2)cc1OC (stereo unspecified)	16	-5	2	12	x	x	-10	-30	x
OC(COc1ccc2ccccc2c1Br)Cn1cnc(-c2ccccc2)c1 (stereo unspecified)	x	-10	3	2	2	1	-6	5	-3
Cc1cc(C)c(S(=O)(=O)NCc2ccncc2)c(C)c1	-3	-6	0	-1	4	0	0	-155	6
COc1ccc(/C=N/c2oc(-c3ccccc3)cc2C#N)cc1OC	6	2	-3	-3	x	x	5	9	x
Cc1ccc(C)c(SCC(=O)OCC(=O)Nc2ccc(S(=O)(=O)N3CCOCC3)cc2)c1	x	-42	13	67	-3	11[fluorescence artefact?]	-66	-98	7
O=C(COC(=O)C1CC(=O)N(c2nc(-c3ccccc3)cs2)C1)c1ccccc1 (stereo unspecified)	13	-21	-55	5	x	x	-4	-11	x
CCOC(=O)c1sc(C)c2c1NC(C)(c1cccc3ccccc13)NC2=O (stereo unspecified)	0	14	8	-13	2	14	16	5	0
CCOc1ccc2[nH]cc(C(=O)N3CCN(C4CCCCC4)CC3)c(=O)c2c1	-2	-24	7	-8	14	-7	11	-28	11
CCOC(=O)c1ccc(Nc2nc(C)cc(=O)[nH]2)cc1	2	-15	3	-2	-6	-1[fluorescence artefact?]	-3	-13	4
CCOC(=O)c1c(C2CC2)csc1NC(=O)CSCc1c(C)noc1C	25	2	-18	-3	-6	-5	4	1	-3

Screens deposited in PubChem BioAssay by several laboratories.
